Screening results: PubChem BioAssay, National Center for Advancing Translational Sciences (NCATS)
Shiga toxin inh: inhibitors of Shiga toxin in Vero cells | Vero cells, Shiga toxin protein synthesis inhibition reporter | inhibition, % at 38.7 µM | actives 9.2% (n = 290,000) | AID 2315; in the data active = inhibition mostly above about 28%, no sharp cut-off; inactive = mostly below about 43%; note: 0% is about no effect
Pf growth 96h: P. falciparum growth inhibition at 96 hour, primary screen for plastid delayed-death inhibitors; actives 6.9% (n = 320,000); AID 504834; Potency, µM (top dose mostly 28.7 µM), without a hit: at the highest dose activity change, negative = inhibition, hits mostly inhibitors; P. falciparum luciferase reporter growth, 96 h; note: potency is the fitted concentration of half-maximal effect; % is set by controls: 0 for no effect and ±100 for the full control effect
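Compounds incubated with erythrocytes infected by luciferase-expressing P. falciparum (2% hematocrit, 0.05% parasitemia final) for 96 hours, 37 C in 5% CO2. Growth inhibition scored as decreased luciferase luminescence.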
Pf growth 48h: P. falciparum growth inhibition at 48 hours (one generation) | AID 504832 | P. falciparum luciferase growth in erythrocytes, 48 h | actives 5.9% (n = 310,000) | Potency, µM (titrated, usually from 28.7 µM), inactives show at the highest dose activity change, negative = inhibition, actives largely listed as inhibitors; note: potency is the fitted concentration of half-maximal effect; % is set by controls: 0 for no effect and ±100 for the full control effect
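Firefly luciferase activity from engineered P. falciparum reports growth; inhibitors lower the luminescent signal. Cultures contained 2% hematocrit erythrocytes at 0.1% final parasitemia.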
FBPA Giardia inh: blocks Giardia fructose-bisphosphate aldolase activity. A8B2U2. purified Giardia FBPA. Potency, µM (series often up to 59.6 µM), for the others: at the highest dose activity, negative = inhibition, most hits filed as inhibitors. actives 0.71% (n = 290,000). AID 2451; note: potency is the fitted concentration of half-maximal effect; % is set by controls: 0 for no effect and ±100 for the full control effect; nearly all actives have a fitted effect of over 55% in size
Target sequence (A8B2U2 whole entry, looked up): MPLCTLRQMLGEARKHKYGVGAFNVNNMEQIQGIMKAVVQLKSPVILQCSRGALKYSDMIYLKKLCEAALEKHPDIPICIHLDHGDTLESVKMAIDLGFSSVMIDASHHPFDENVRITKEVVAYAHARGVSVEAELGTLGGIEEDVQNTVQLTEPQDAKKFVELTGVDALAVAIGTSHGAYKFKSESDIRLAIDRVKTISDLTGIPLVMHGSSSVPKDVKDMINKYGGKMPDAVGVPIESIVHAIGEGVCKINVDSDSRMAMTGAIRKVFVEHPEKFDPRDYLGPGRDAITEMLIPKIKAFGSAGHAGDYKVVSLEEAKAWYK
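Giardia FBPA (40 nM reagent) was preincubated 10 min at RT with compound (up to 57.5 uM final), then substrate plus GAPDH/TPI/NAD/arsenate coupling system with diaphorase/resazurin was added; resorufin fluorescence (525/598 nm) was read after 20 min.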
CHX counter: affects cycloheximide protein synthesis inhibition readout, counter-screen; actives 12% (n = 300,000); cell reporter, cycloheximide protein synthesis inhibition counterscreen; max response, %; AID 2314; in the data active = max response mostly above about 13%, no sharp cut-off; inactive = mostly below about 14%; note: read at 38.3 µM for the half of the compounds with a filed dose; 0% is about no effect
Sm TGR inh: blocks Schistosoma mansoni thioredoxin glutathione reductase; Q962Y6; purified TGR, DTNB reduction, TNB absorbance 405 nm; Potency, µM (series often up to 114 µM), inactives show at the highest dose activity change, negative = inhibition, actives largely listed as inhibitors; actives 3% (n = 360,000); note: potency is the fitted concentration of half-maximal effect; % is set by controls: 0 for no effect and ±100 for the full control effect; nearly all actives have a fitted effect of over 60% in size
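First, TGR (20 nM dispensed) and NADPH were mixed with compound. Second, a 15 min room-temperature incubation followed. Third, further NADPH and then DTNB were added to start the reaction. Finally, TNB absorbance was monitored kinetically.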
* marks the source's active call; other numbers are inactive results; ? = inconclusive; . = no result given; & = joins results of further samples; [ ] = another dose, or the depositor's remark. Unless noted, calls come from the whole dose curve; as a rule, active = well fitted curve in the direction sought with a large enough effect; inconclusive = small, poorly fitted or top-dose-only effect, or another doubt; inactive = no such curve, though single readings can be large; an effect the other way counts as inactive or inconclusive.

Short forms: A = Shiga toxin inh; B = Pf growth 96h; C = Pf growth 48h; D = FBPA Giardia inh; E = CHX counter; F = Sm TGR inh
CC(C)OC(=O)Cn1c(-c2ccccc2)c(-c2ccccc2)nnc1=O
  A: -8; B: -10%; C: -8%; D: -3%; E: -3; F: 0%

CSc1ccc(C#N)cc1NC(=O)c1ccc(Cl)nc1
  A: 13; B: 40%[1.15 µM]; C: -8%; D: -5%; E: -6; F: 3%

Cc1cccc(NC(=O)c2cccc3c2-c2ccccc2C3=O)n1
  A: 6; B: 10%; C: -30%[5.75 µM]; D: 2%; E: -2; F: -18%

COC1=CCC2([N+](=O)[O-])CN(CCO)CC1([N+](=O)[O-])C2 (stereo unspecified)
  A: 20; B: ?; C: 23%; D: 31%; E: 11; F: 6%

Cn1c(CN2CCCCC2)nc2cc(NC(=O)c3ccccc3Cl)ccc21
  A: 72*; B: -11%; C: ?; D: 1%; E: 44*; F: 2%&5%

O=C(O)C1CCCN1S(=O)(=O)c1ccc(Br)cc1 (stereo unspecified)
  A: -1; B: 14%; C: 9%; D: 8%; E: -3; F: 7%

COC(=O)[C@@H]1C[C@@H]2CC[C@@H](O)C[C@@H]2N1Cc1ccccc1OS(=O)(=O)c1ccc(C)cc1
  A: -8; B: ?; C: 10µM*; D: -6%&-1%; E: -3; F: 28µM*

O=C(CCSCc1ccccc1Cl)NC1CCCC1
  A: -11; B: 54%[activator]; C: 3%; D: 2%; E: 12; F: 2%

CCOc1ccc(C(=O)Nc2nnc(NC(=S)Nc3ccccc3)s2)cc1
  A: 70*; B: ?; C: ?; D: 13%; E: 26*; F: -5%

Oc1cccc(/C=N/n2c(C3CCCCC3)n[nH]c2=S)c1
  A: -7; B: 13%; C: 33%[activator]; D: 17%; E: -2; F: 11%

COc1ccc(Cc2noc(CN3CCC(c4ccncc4)CC3)n2)cc1OC
  A: 32; B: ?; C: ?; D: 2%; E: -2; F: -7%

CCCc1nc(-c2cc3ccc(C)cc3[nH]c2=O)no1
  A: 59*; B: 3.7µM*; C: 6%; D: 0%; E: 23*; F: 0%

CCN(CC)C(=O)Oc1ccc(OC(=O)N(CC)CC)cc1
  A: 15; B: 0%; C: 24%; D: 12%; E: 19; F: .

O=C(NC(=S)N(CCO)Cc1ccccc1)c1cc(Br)ccc1Cl
  A: 4; B: 14%; C: ?; D: 16µM*; E: -1; F: 0%

O=C1c2ccccc2C(O)N1Cc1ccccc1Cl (stereo unspecified)
  A: -6; B: 59%[activator]; C: 1%; D: 7%; E: -3; F: 4%

O=C(NCN1CCN(c2ccccn2)CC1)c1cnccn1
  A: -2; B: .; C: 0%; D: 4%; E: -3; F: -3%

COc1ccc(CN2CC(C(=O)NCCCN3CCCC(C)C3)CC2=O)cc1 (stereo unspecified)
  A: -11; B: 73%[activator]; C: -7%; D: -8%; E: -1; F: 1%

CCN(CCCNC(=O)CCn1c(=S)[nH]c2cc3c(cc2c1=O)OCO3)c1cccc(C)c1
  A: -2; B: ?; C: -3%; D: .; E: 1; F: -17%

CC(C)Cn1cnc2c1c(=O)n(CC(=O)O)c(=O)n2Cc1ccccc1
  A: -3; B: ?; C: ?; D: -2%; E: 10; F: 7%

CC(=O)Nc1ccc(NC(=O)C2CCCN(C(=O)c3ccc(Cl)cc3)C2)cc1 (stereo unspecified)
  A: 13; B: 0%; C: -14%; D: -1%; E: -1; F: 7%

Cc1nc2sc(C(c3ccccc3)N3CCN(CCO)CC3)c(O)n2n1 (stereo unspecified)
  A: -15; B: ?; C: -10%; D: -3%; E: -4; F: -7%

CCc1ccc(NC(=O)N(CCCN2CCOCC2)C(C)c2cc3cccc(OC)c3o2)cc1 (stereo unspecified)
  A: 13; B: -26%; C: ?; D: 4%; E: -2; F: -2%

O=C(CNC(=O)c1cc(S(=O)(=O)N2CCCCC2)ccc1N1CCOCC1)Nc1ccc(F)c(F)c1
  A: .; B: 10%; C: ?; D: .; E: .; F: 2%

O=c1cc(OCc2ccccc2)cc[nH]1
  A: .; B: -15%; C: -16%; D: .; E: .; F: -4%

O=C(NCC1CCCO1)C1CCN(S(=O)(=O)N2CCCC2)CC1 (stereo unspecified)
  A: -11; B: -10%; C: 20%; D: 5%; E: -2; F: -24%

COc1ccc(S(=O)(=O)NCC2CCCN(C(=O)c3cccs3)C2)cc1 (stereo unspecified)
  A: -9; B: ?; C: 13%; D: 3%; E: -2; F: -12%

COc1ccccc1N(CC(O)CN1CCCC1)S(=O)(=O)c1ccccc1 (stereo unspecified)
  A: -11; B: ?; C: 4%; D: 3%; E: -4; F: -4%

CCN(CC)CCCN(Cc1cc2cc3c(cc2[nH]c1=O)OCO3)C(=S)NCCCOC
  A: -10; B: ?; C: 38%[activator]; D: 7%; E: -2; F: 5%

CN(C)c1ccc(C(=O)Nc2nnc(C3=COCCO3)o2)cc1
  A: 60; B: 39%[activator]; C: 36%[activator]; D: 18µM*; E: 10; F: 7%

Cc1ccc(NC(=O)N(Cc2ccc3c(c2)OCO3)Cc2cc3cc4c(cc3[nH]c2=O)OCCO4)cc1
  A: -17; B: .; C: 1.3µM*; D: 5%; E: 2; F: 1%

Cn1c(=O)c(C(=O)NCCCc2ccccc2)c(O)c2ccccc21
  A: -3; B: ?; C: -14%; D: -16%; E: -2; F: 14%

Cc1ccc(N(CC(=O)NCc2ccncc2)S(C)(=O)=O)cc1
  A: -7; B: ?; C: -20%; D: -10%; E: -6; F: -9%

Cc1c(CCC(=O)NCCC(=O)O)c(=O)oc2cc3occ(-c4ccccc4)c3cc12
  A: -4; B: 12%; C: 11%; D: 13%; E: 0; F: 10%

COc1ccc(CCn2nnnc2C(c2ccc(C)cc2)N2CCN(C)CC2)cc1OC (stereo unspecified)
  A: -6; B: 9%; C: ?; D: -9%; E: -4; F: -2%

Cc1ccccc1NC(=S)N(C)CCc1ccccn1
  A: -4; B: -9%; C: 14%; D: -7%; E: -7; F: 5%

CN(C)CCCN1C(=O)C(=O)/C(=C(/O)c2ccncc2)C1c1ccccc1 (stereo unspecified)
  A: 24; B: 25%; C: 4%; D: -1%; E: -3; F: 6%

Cc1ccc(S(=O)(=O)Nc2ccnc3ccccc23)cc1
  A: -10; B: 36%[activator]; C: .; D: 13%; E: -1; F: -3%

CC(C)(C)Sc1nc(O)cc(=O)[nH]1
  A: 16; B: ?; C: 3%; D: 5%; E: -5; F: -18%

CC(C)CNC(=O)CSc1nnc(CN2CCCCCC2=O)n1-c1ccccn1
  A: -3; B: 21%; C: 23%; D: 6%; E: -2; F: 6%

CCOC(=O)c1c(-c2ccc(F)cc2)csc1/N=C/N(C)C
  A: -7; B: ?; C: ?; D: -1%; E: -3; F: 3%

O=C(Nc1ccc(F)cc1)c1ccc(CN2CCc3ccccc3C2)cc1
  A: 7; B: ?; C: -30%; D: -15%; E: -2; F: 6%

Cc1sc2ncnc(SCC(=O)N(C(C)C)C(C)C)c2c1C
  A: -16; B: 18%; C: 13%; D: 1%; E: 7; F: .

CCCCN(C(=O)c1cc(S(=O)(=O)N2CCCCCC2)ccc1OC)c1ccccc1
  A: .; B: ?; C: ?; D: .; E: .; F: 3%

O=C(Nc1ccncc1)c1c(Cl)cccc1Cl
  A: -3; B: ?; C: ?; D: 9%; E: -3; F: 10%

CCCC(C)C(=O)Nc1ccncc1 (stereo unspecified)
  A: 0; B: ?; C: ?; D: 4%; E: -2; F: 1%

A section of the results above, as a working copy:
Short forms: A = Shiga toxin inh; B = Pf growth 96h; C = Pf growth 48h; D = FBPA Giardia inh; E = CHX counter; F = Sm TGR inh
O=C(Nc1ccc(F)cc1)c1ccc(CN2CCc3ccccc3C2)cc1
  A: 7; B: ?; C: -30%; D: -15%; E: -2; F: 6%

Cc1sc2ncnc(SCC(=O)N(C(C)C)C(C)C)c2c1C
  A: -16; B: 18%; C: 13%; D: 1%; E: 7; F: .

CCCCN(C(=O)c1cc(S(=O)(=O)N2CCCCCC2)ccc1OC)c1ccccc1
  A: .; B: ?; C: ?; D: .; E: .; F: 3%

O=C(Nc1ccncc1)c1c(Cl)cccc1Cl
  A: -3; B: ?; C: ?; D: 9%; E: -3; F: 10%

CCCC(C)C(=O)Nc1ccncc1 (stereo unspecified)
  A: 0; B: ?; C: ?; D: 4%; E: -2; F: 1%

Continuation.
Short forms: A = Shiga toxin inh; B = Pf growth 96h; C = Pf growth 48h; D = FBPA Giardia inh; E = CHX counter; F = Sm TGR inh
COCCNC(=O)c1c[nH]c2ccc(S(=O)(=O)Nc3ccccc3F)cc2c1=O
  A: 2; B: -18%; C: 3%; D: -1%; E: -4; F: 3%

C=C(C)C(=O)Nc1cccc(C2=NOC3(C2)C[C@H](C(N)=O)N(C(=O)c2ccccc2C(=O)c2ccccc2)C3)c1 (stereo partly specified)
  A: 22; B: 13µM*; C: ?; D: -16%; E: -3; F: 0%

COC(=O)CNC(=O)CSc1nc(N)cc(=O)[nH]1
  A: -16; B: .; C: 19%; D: 0%; E: -2; F: -11%

O=C(O)CCCC(=O)N1N=C(c2ccccc2)CC1c1cccs1 (stereo unspecified)
  A: 7; B: -12%; C: 35%[activator]; D: 23%; E: 3; F: 24%

CCCCc1c(O)nc2n(c1=O)CCS2
  A: -12; B: .; C: -17%; D: -10%; E: 8; F: 4%

Cc1cc(S(=O)(=O)Nc2cccc(O)c2)c(C)s1
  A: -6; B: -30%; C: ?; D: -6%; E: -1; F: 2%

CCN(CC)c1ccc2oc(=O)c(C)nc2c1
  A: 22*; B: -62%; C: 1.5µM*; D: 2.5µM*; E: 17*; F: 35µM*

CCN(CC)C(=O)CSc1ncnc2c1cnn2-c1ccccc1
  A: 66*; B: 1%; C: 295%[activator]; D: 10%; E: 38*; F: -28%

Cc1ccc(CNC(=O)CN(C(=O)C2(C)CC(=O)N=C3C=CC=CN32)c2ccccc2F)cc1 (stereo unspecified)
  A: -7; B: 6%; C: 18%; D: -7%; E: -4; F: -1%

O=C(COC(=O)c1ccc2c(c1)OCO2)Nc1ccccc1Cl
  A: .; B: ?; C: 17%; D: .; E: .; F: -6%

O=C(Cc1cccc(C(F)(F)F)c1)Nc1ccccc1
  A: 9; B: .; C: ?; D: -9%; E: 6; F: -4%

COC(=O)c1cccnc1-n1c(=O)c2cccnc2n(Cc2cccc([N+](=O)[O-])c2)c1=O
  A: -18; B: 27%; C: -32%; D: -2%; E: -1; F: 12%

Clc1ccccc1COc1ccc(/C=N/n2cnnc2)cc1
  A: -7; B: 12%; C: 7%; D: 3%; E: -5; F: -4%

CCC(C(=O)Nc1ccc(S(=O)(=O)N(C)C2CCN(C)CC2)cc1)c1ccccc1 (stereo unspecified)
  A: .; B: ?; C: ?; D: .; E: .; F: 9%

NC(=O)c1oc2ccccc2c1NC(=O)c1ccc([N+](=O)[O-])o1
  A: 28*; B: -20%; C: 9.3µM*; D: 1%; E: 15; F: -26%

COC(=O)c1sc(NC(=O)COc2ccc(C)cc2)nc1C
  A: -5; B: 25%; C: .; D: 0%; E: -1; F: -37%

COc1ccc(Nc2nccc(N(C)C)c2C#N)cc1
  A: 7; B: ?; C: 18%; D: -3%; E: 8; F: 29%

COc1cccc(N2CC(C(=O)Nc3nnc(SCCC4OCCO4)s3)CC2=O)c1 (stereo unspecified)
  A: -8; B: 9.3µM*; C: -21%; D: .; E: 2; F: 14%

Entries of single compounds, looked up by structure.
COC(=O)CNC(=O)CSc1nc(N)cc(=O)[nH]1 as listed: Shiga toxin inh: -16; Pf growth 96h: .; Pf growth 48h: 19%; FBPA Giardia inh: 0%; CHX counter: -2; Sm TGR inh: -11%
CCCCc1c(O)nc2n(c1=O)CCS2 as listed: Shiga toxin inh: -12; Pf growth 96h: .; Pf growth 48h: -17%; FBPA Giardia inh: -10%; CHX counter: 8; Sm TGR inh: 4%
